DDE Tn6 FP inh: inhibitors of Tn6 peptide binding to human fibrin DD(E); P02675; Fibrin DD(E) TRITC-Tn6 fluorescence polarization displacement; inhibition, % at 8.3 µM; 0.21% of 370,000 active; AID 720509;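 active = inhibition above a per-campaign cutoff: mean of compounds within control limits plus 3 SD, cut at about 15% in these data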;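 note: 0% = median of all compound wells on the plate and 100% = blocking peptide control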
Target sequence (P02675 whole entry, looked up): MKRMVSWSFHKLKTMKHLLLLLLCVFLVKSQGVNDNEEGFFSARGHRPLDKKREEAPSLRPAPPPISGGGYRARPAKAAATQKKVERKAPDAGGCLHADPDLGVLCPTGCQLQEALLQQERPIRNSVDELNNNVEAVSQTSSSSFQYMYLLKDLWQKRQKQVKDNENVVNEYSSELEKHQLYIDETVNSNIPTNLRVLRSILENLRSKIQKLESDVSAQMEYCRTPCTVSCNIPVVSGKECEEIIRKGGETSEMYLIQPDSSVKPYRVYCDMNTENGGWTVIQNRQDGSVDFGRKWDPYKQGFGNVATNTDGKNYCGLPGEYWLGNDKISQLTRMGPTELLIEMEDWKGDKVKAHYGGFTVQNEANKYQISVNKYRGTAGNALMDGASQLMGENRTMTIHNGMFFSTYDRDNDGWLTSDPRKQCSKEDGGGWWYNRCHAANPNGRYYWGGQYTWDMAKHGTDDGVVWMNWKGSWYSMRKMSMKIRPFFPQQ
ASAP1 inh: blocks human ASAP1-stimulated Arf1 GTP hydrolysis. 0.19% of 360,000 active. inhibition, % at 16.5 µM. GDP FP detection; in the data active = inhibition above about 25%;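 note: 0% = vehicle with enzyme and substrate and 100% = no enzyme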
TDP2 inh: TDP2 (human) inhibition, absorbance primary screen; O95551; recombinant TDP2, T5PNP hydrolysis, p-nitrophenol absorbance 415 nm; AID 720702; 0.34% of 370,000 active; inhibition, % at 12.8 µM;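 active = inhibition above the mean of all tested compounds plus 3 SD, set per campaign, cut at about 25% in these data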;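 note: 0% = DMSO with enzyme and 100% = buffer with substrate but no TDP2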
Target sequence (O95551 whole entry, looked up): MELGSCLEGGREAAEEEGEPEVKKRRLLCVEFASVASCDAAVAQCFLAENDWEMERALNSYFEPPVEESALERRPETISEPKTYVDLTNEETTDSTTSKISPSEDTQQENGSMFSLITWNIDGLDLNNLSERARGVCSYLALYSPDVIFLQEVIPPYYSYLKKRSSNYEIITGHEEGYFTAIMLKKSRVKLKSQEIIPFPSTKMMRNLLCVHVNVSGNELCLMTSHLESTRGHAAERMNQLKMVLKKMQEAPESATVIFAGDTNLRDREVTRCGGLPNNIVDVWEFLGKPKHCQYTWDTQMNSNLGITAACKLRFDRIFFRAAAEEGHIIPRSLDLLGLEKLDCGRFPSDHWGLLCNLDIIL
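Assay system: Recombinant human TDP2 | Quantity: 120 nM TDP2 per well | Incubation: 2 h at 37 °C | Signal: Epi absorbance | Evaluation: Percent inhibition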
LEDGF integ inh: blocks HIV-1 LEDGF/p75-dependent DNA integration. 0.64% of 370,000 active. TR-FRET IN-LEDGF/p75 DNA integration, Eu/Cy5. inhibition, % at 3.7 µM;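 active = inhibition above the screen-wide mean plus 3 SD, cut at about 13% in these data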;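 note: signal is the Cy5 over europium emission ratio at 671 and 618 nm; 0% = plate median of compound wells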
Tn7 DDE FP: inhibitors of Tn7 peptide binding to human fibrin DD(E) | P02675 | FP displacement of FITC-Tn7 peptide from fibrin DD(E); 0% = median of compound wells per plate | inhibition, % at 8.3 µM | 0.13% of 370,000 active | AID 720508;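 active = inhibition above the mean of compounds falling within the control limits plus 3 SD of them, cut at about 14% in these data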;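 note: 0% = plate median of compound wells and 100% = 10 µM Aha-Tn7 peptide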
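Assay system: human fibrin DD(E) protein / Input: 2 µM fibrin DD(E) / Benchmarks: high control of 10 µM Aha-Tn7 peptide / Measured by: fluorescence polarization of the labelled Tn7 tracer / Medium: Tris buffer with calcium and detergent, pH 7.8 / Timing: 10 min compound pre-incubation, 3 h probe incubation at room temperature / Repeats: one replicate per compound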
proKLK7 act: proKLK7 (human) activation, primary screen; activation, % at 7 µM; purified proKLK7, EDANS-DABCYL substrate fluorescence; 100% is mature enzyme control, 0% vehicle; 0.9% of 370,000 active;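 active = activation above the mean of all tested compounds plus 3 SD, computed per campaign excluding outliers beyond control limits, cut at about 13% in these data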
ADAM17 inh: inhibits human ADAM17; P78536; recombinant ADAM17, EDANS/DABCYL FRET peptide cleavage; 0.83% of 370,000 active; inhibition, % at 6.95 µM;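 active = inhibition above the mean of compounds lying between control limits plus 3 SD, set per campaign, cut at about 8.5% in these data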;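 note: 0% = DMSO-only wells as the low control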
ARFGAP1 inhibitor: rat ARFGAP1 inhibition. inhibition, % at 16.5 µM. Arfgap1-stimulated ARF1 GTP hydrolysis, GDP FP detection. AID 651572. 0.26% of 360,000 active. Q62848;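 active = inhibition above a per-plate limit, mean inhibition of low control wells plus 3 SD, cut at about 25% in these data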;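 note: 0% = DMSO wells with enzyme and 100% = wells lacking Arfgap1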
Target sequence (Q62848 1-136 limits assumed): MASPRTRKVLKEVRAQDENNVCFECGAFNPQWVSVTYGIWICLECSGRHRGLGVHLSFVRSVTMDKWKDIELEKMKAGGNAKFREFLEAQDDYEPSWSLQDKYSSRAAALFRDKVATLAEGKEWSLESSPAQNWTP
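Replicates: Single well per compound | Assay system: Truncated rat Arfgap1 GAP domain | Control set: No-Arfgap1 wells (100%) versus DMSO full-reaction wells (0%) | Times: Enzyme reaction 120 min at 25 °C after 20 min preincubation | Reagent: Human ARF1(Δ1-17)-GTP substrate | Measured by: Tracer-displacement fluorescence polarization with EDTA stop, 620/688 nm | Measure: Percent inhibition of Arfgap1-stimulated GTP hydrolysis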
ADAM10 inh: ADAM10 inhibition, QFRET primary screen; inhibition, % at 7 µM; 0.62% of 370,000 active; recombinant ADAM10, EDANS/DABCYL FRET peptide cleavage, 3 h; O14672;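 active = inhibition above a per-campaign cutoff equal to the mean of compounds falling between control-based bounds plus 3 SD, cut at about 20% in these data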;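 note: 0% = DMSO wells while the 100% control is not disclosed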
PLCg1 inh: PLC-gamma1 (human) inhibition, primary screen. P19174. purified PLC-gamma1, fluorogenic substrate, fluorescence. inhibition, % at 12.2 µM. 0.84% of 370,000 active. AID 720700; in the data active = inhibition above about 9.5%
* hit, by the source's call; i = inactive.

Letters – A = DDE Tn6 FP inh; B = ASAP1 inh; C = TDP2 inh; D = LEDGF integ inh; E = Tn7 DDE FP; F = proKLK7 act; G = ADAM17 inh; H = ARFGAP1 inhibitor; I = ADAM10 inh; J = PLCg1 inh
> C=CCN1C(=O)C(Cc2ccccc2)SC1=Nc1ccc(C(=O)O)cc1 (stereo unspecified)
  A = 0; B = 2; C = 7; D = 2; E = 1; F = 0.1; G = -4; H = -5; I = 0; J = -1
> CC1CC(C)CN(S(=O)(=O)c2cc3c4c(c2)CCN4C(=O)CC3)C1 (stereo unspecified)
  A = 7; B = -2; C = 0; D = -2; E = 0; F = -0.4; G = -1; H = 0; I = -5; J = 1
> C=CCn1c(CCNC(=O)C(C)(C)C)nc2ccccc21
  A = 0; B = 3; C = -3; D = -2; E = 0; F = -0.5; G = -4; H = 13; I = -9; J = -1
> Cc1ccc(C(C)(C)NC(=O)C2CCC(=O)N(Cc3ccccc3F)C2)cc1 (stereo unspecified)
  A = 2; B = -10; C = -3; D = -2; E = 4; F = -0.5; G = -6; H = 1; I = -8; J = -1
> O=c1c2ccccc2nc2n1CCCN2
  A = 9; B = -3; C = 4; D = 0; E = 4; F = 2.1; G = -171; H = -15; I = i; J = -62
> O=C(CCNS(=O)(=O)c1ccc2c(c1)CCC(=O)N2)NCc1ccc2c(c1)OCO2
  A = -5; B = -2; C = -6; D = 3; E = 0; F = 0.2; G = 2; H = 14; I = 0; J = -2
> COC(=O)c1[nH]nc2c1C(=O)N(Cc1ccccc1)C2=O
  A = -1; B = -6; C = 5; D = -4; E = 3; F = -3.7; G = -5; H = 5; I = 3; J = -2
> CCOc1ccc(CN(C)CC(=O)NCc2ccc(F)cc2)cc1
  A = -1; B = 4; C = 1; D = -3; E = 3; F = -0.5; G = -3; H = -12; I = 2; J = 0
> CNc1ccc(/C=C/C(=O)c2ccc(C)cc2)cc1[N+](=O)[O-]
  A = -3; B = 5; C = 7; D = -1; E = 3; F = 0.1; G = -2; H = -2; I = 7; J = 1
> Cc1ccc(CC2(c3ccccc3)NC(=O)NC2=O)cc1 (stereo unspecified)
  A = -3; B = 14; C = -1; D = -2; E = 2; F = -0.7; G = 18*; H = 0; I = -9; J = 1
> Cc1ccc(NC(=O)CCc2ccccc2)cc1C
  A = -2; B = 4; C = -2; D = 72*; E = 3; F = -0.1; G = -3; H = 3; I = -4; J = 2
> COc1cc2c(cc1OC)C(c1cccc(Br)c1)NC(=O)C2 (stereo unspecified)
  A = -2; B = 1; C = -3; D = 1; E = -7; F = 0.5; G = -2; H = 1; I = -4; J = -4
> CCOC(=O)c1sc(Nc2ccccc2)nc1C
  A = -1; B = 6; C = 0; D = -1; E = 4; F = 0.6; G = -2; H = -10; I = -2; J = -36
> O=C1CSC(c2ccccn2)N1c1ccc(F)cc1F (stereo unspecified)
  A = 3; B = -8; C = 2; D = -1; E = 0; F = 0.2; G = -4; H = 4; I = 0; J = 0
> Cc1cccc(/C=C/c2onc(C)c2[N+](=O)[O-])n1
  A = 0; B = 8; C = 6; D = 5; E = -1; F = 0.6; G = 3; H = 3; I = 7; J = 2
> O=C(Cc1ccc([N+](=O)[O-])cc1)Nc1ccc(Br)cn1
  A = 1; B = -11; C = -5; D = -1; E = 7; F = 0.0; G = -3; H = -4; I = 3; J = 0
> CCCC(=O)N1CCN(S(=O)(=O)c2cc(Cl)ccc2OC)CC1
  A = 4; B = -4; C = 8; D = -4; E = 8; F = -0.1; G = -4; H = 1; I = 1; J = 1
> COc1ccc(Br)cc1-c1noc(-c2ccccc2F)n1
  A = 1; B = 20; C = -9; D = 3; E = 0; F = -0.2; G = 0; H = 1; I = 7; J = 5
> CCOCCCNC(=O)Cn1nc(Cc2ccncc2)c2ccccc2c1=O
  A = 5; B = 2; C = 7; D = 0; E = -2; F = -1.0; G = -3; H = -7; I = -9; J = 1
> COCCN(CCNC(=O)c1ccc(NC2=NC3CS(=O)(=O)CC3S2)cc1)Cc1ccco1 (stereo unspecified)
  A = -4; B = -8; C = -6; D = 0; E = -3; F = -0.2; G = -1; H = 11; I = -3; J = 5
> CCSS(=O)(=O)c1cccc2cccnc12
  A = -26; B = 5; C = 11; D = 0; E = -38; F = 0.2; G = -1; H = 4; I = 3; J = 0
> Cc1cc(C(=O)Nc2ncn(Cc3ccc(F)cc3)n2)ccc1[N+](=O)[O-]
  A = -5; B = 7; C = -8; D = -6; E = -3; F = 0.1; G = -2; H = -1; I = -7; J = 3
> CC(=O)C[C@@H](O)CC(=O)[C@@H]1OC(=O)CC/C=C\Cc2ccccc21
  A = 1; B = 2; C = 10; D = -3; E = 1; F = 0.4; G = -4; H = 0; I = -1; J = -8
> C=CCNc1nc(C(=O)OCC(=O)NCc2ccccc2OC)cs1
  A = 2; B = -2; C = 6; D = -3; E = -4; F = -0.1; G = -1; H = 16; I = -7; J = 3
> CC(C)(C)c1csc(NNC(=O)c2ccc(Cl)cc2)n1
  A = 1; B = -11; C = -21; D = 4; E = -3; F = -0.6; G = 3; H = 9; I = -6; J = -4

Compound profiles, from the list above. Order of values: DDE Tn6 FP inh | ASAP1 inh | TDP2 inh | LEDGF integ inh | Tn7 DDE FP | proKLK7 act | ADAM17 inh | ARFGAP1 inhibitor | ADAM10 inh | PLCg1 inh
COc1cc2c(cc1OC)C(c1cccc(Br)c1)NC(=O)C2 (stereo unspecified) is entered as -2 | 1 | -3 | 1 | -7 | 0.5 | -2 | 1 | -4 | -4
CNc1ccc(/C=C/C(=O)c2ccc(C)cc2)cc1[N+](=O)[O-] is entered as -3 | 5 | 7 | -1 | 3 | 0.1 | -2 | -2 | 7 | 1

Following part:
Letters – A = DDE Tn6 FP inh; B = ASAP1 inh; C = TDP2 inh; D = LEDGF integ inh; E = Tn7 DDE FP; F = proKLK7 act; G = ADAM17 inh; H = ARFGAP1 inhibitor; I = ADAM10 inh; J = PLCg1 inh
> O=C1COc2ccc(S(=O)(=O)N3CCc4ccccc43)cc2N1
  A = -4; B = 6; C = 1; D = -2; E = 4; F = 0.0; G = -5; H = 18; I = -2; J = -2
> O=C(C[C@@H]1C/C=C\C[C@@H](Cc2ccc(F)cc2)C(=O)OC[C@@H](Cc2c[nH]c3ccccc23)NC1=O)NCCO
  A = -4; B = 0; C = -2; D = -2; E = -1; F = 0.1; G = 0; H = 1; I = 2; J = 0
> Nc1ccn([C@@H]2O[C@H](C(=O)N[C@H](Cc3ccccc3)C(=O)N3CCSC3)[C@@H](O)[C@H]2O)c(=O)n1
  A = 3; B = 8; C = 0; D = 1; E = -1; F = 0.4; G = -5; H = -6; I = -11; J = 3
> O=C(Cn1c(=O)[nH]c2ccccc2c1=O)N1CCN(c2cccc(Cl)c2)CC1
  A = 5; B = 5; C = 7; D = -4; E = -8; F = 0.1; G = -6; H = -6; I = -4; J = 1
> O=C(c1ccc([N+](=O)[O-])s1)N1CCN(c2ccccn2)CC1
  A = -5; B = 10; C = 9; D = 3; E = -4; F = -0.1; G = 4; H = -1; I = 1; J = 0
> O=C(O)C(C(=O)Oc1ccccc1)C(C(=O)O)C(=O)Oc1ccccc1 (stereo unspecified)
  A = 0; B = -4; C = -14; D = 3; E = -5; F = 0.4; G = -1; H = 4; I = -5; J = 0
> CC(Sc1nnnn1C1CC1)C(=O)N1c2ccccc2NC(=O)C1(C)C (stereo unspecified)
  A = 4; B = -11; C = -4; D = 2; E = -2; F = 0.2; G = 1; H = -2; I = -8; J = 0
> CCCC(=O)NC(=S)Nc1ccc(NC(=O)C(C)C)c(OC)c1
  A = 3; B = -13; C = 6; D = -1; E = 1; F = 0.4; G = 0; H = -8; I = 1; J = 1
> Cc1ccc(-c2nc(N3CCN(C)CC3)c3ccccc3n2)cc1
  A = -3; B = -12; C = -11; D = 1; E = -1; F = -0.4; G = -1; H = -1; I = -8; J = -4
> Cc1c(C(=O)OC(C)C)sc(NC(=O)c2cccnc2)c1C#N
  A = -5; B = 1; C = -3; D = -2; E = 3; F = 0.3; G = -1; H = -6; I = 1; J = -15
> CCOC(=O)c1cnc(SCc2cccc(C)c2)nc1N
  A = 2; B = -10; C = 6; D = 0; E = 4; F = 0.0; G = 1; H = -6; I = 4; J = 4
> CN1C[C@@H]2[C@@H]3C(=O)N(Cc4ccccc4)C(=O)[C@@H]3[C@](Cc3ccccc3)(C1=O)N2C(=O)c1ccccc1
  A = 2; B = -5; C = 14; D = -2; E = 4; F = -0.5; G = -5; H = 13; I = -9; J = -2
> C/C(CCc1oc2c(Br)cc(Br)cc2c1-c1ccc(C)o1)=N\O
  A = -6; B = -3; C = 11; D = 2; E = -7; F = -1.1; G = -3; H = -4; I = -3; J = -9

Grouped by structure, those above containing an aryl methoxy group
Letters – A = DDE Tn6 FP inh; B = ASAP1 inh; C = TDP2 inh; D = LEDGF integ inh; E = Tn7 DDE FP; F = proKLK7 act; G = ADAM17 inh; H = ARFGAP1 inhibitor; I = ADAM10 inh; J = PLCg1 inh
> COc1cc2c(cc1OC)C(c1cccc(Br)c1)NC(=O)C2 (stereo unspecified)
  A = -2; B = 1; C = -3; D = 1; E = -7; F = 0.5; G = -2; H = 1; I = -4; J = -4
> CCCC(=O)N1CCN(S(=O)(=O)c2cc(Cl)ccc2OC)CC1
  A = 4; B = -4; C = 8; D = -4; E = 8; F = -0.1; G = -4; H = 1; I = 1; J = 1
> COc1ccc(Br)cc1-c1noc(-c2ccccc2F)n1
  A = 1; B = 20; C = -9; D = 3; E = 0; F = -0.2; G = 0; H = 1; I = 7; J = 5
> C=CCNc1nc(C(=O)OCC(=O)NCc2ccccc2OC)cs1
  A = 2; B = -2; C = 6; D = -3; E = -4; F = -0.1; G = -1; H = 16; I = -7; J = 3
> CCCC(=O)NC(=S)Nc1ccc(NC(=O)C(C)C)c(OC)c1
  A = 3; B = -13; C = 6; D = -1; E = 1; F = 0.4; G = 0; H = -8; I = 1; J = 1

Compound activity (PubChem BioAssay)
